Assay outcomes as filed in PubChem.
Lipid storage S3 – qHTS Assay for Lipid Storage Modulators in Drosophila S3 Cells | 320,000 tested, 0.64% active | Drosophila S3 cells, BODIPY lipid droplet fluorescence, 18-24 h; cells fed with added oleic acid | AID 2685 | Potency in µM for hits, for the others lipid storage change, negative = inhibition, % at the top dose, mostly 46.1 µM; active = well fitted inhibition curve with a large enough effect in the signal ratio, with a control signal flat, not every such curve was filed as active; inconclusive = small, poorly fitted or top-dose-only effect, or effect the other way, or a change in a side signal; the % refers to the signal ratio
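Drosophila S3 cells got compounds at several concentrations plus oleic acid (400 uM solution). Laser-scanning cytometry with 488 nm excitation read lipid droplets at 500-530 nm and cells at 575-640 nm. Percent activity was relative to 20 uM Triacsin C.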
Lipid storage S3 cell count max – also measured in Lipid storage S3; calls as there; cell number change, %; measured here: cell count max response;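 cells counted by Cell Tracker Red CMTPX staining in the red channel; peak over a dose series mostly up to 46.1 µM; percent activity relative to internal control wells on each plate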
* hit, by the source's call; i = inactive; ? = inconclusive; . = no result given; [ ] = another dose, or the depositor's remark. % is set by controls: 0 for no effect and ±100 for the full control effect; potency is the fitted concentration of half-maximal effect. The list is partial, so the mix of outcomes need not match the whole.

SMILES	Lipid storage S3	Lipid storage S3 cell count max
O=C(CNS(=O)(=O)c1ccccc1)N1CCN(Cc2ccccc2)CC1	16%	13
CCCCC(=O)Nc1c(O)c2ccccc2[nH]c1=O	?	.
Cc1ccccc1CNC(=O)c1cc(COc2ccc(F)cc2F)on1	-3%	-11
COc1cc(C(=O)Nc2ccc3c(c2)CCCN3C(=O)c2ccco2)c([N+](=O)[O-])cc1OC	?	.
O=C(Nc1cnn(Cc2ccccc2)c1)NC12CC3CC(CC(C3)C1)C2	?	.
COc1ccc2c(c1OC)C(=O)OC2Nc1nc(-c2ccc([N+](=O)[O-])cc2)cs1 (stereo unspecified)	?	.
CCN(CC)c1nc(OC)nc(-n2nnc(C(C)=O)c2C)n1	?	.
CS(=O)(=O)c1nc(-c2ccccc2)cc(-c2ccccc2)c1C#N	-3%	-6
O=C(NNC(=O)C1C2CCCCC21)c1coc(=O)c(Br)c1 (stereo unspecified)	12%	9
NCCCn1c(C(=O)c2ccc(Cl)cc2)c2ccc([N+](=O)[O-])cc2[n+]1[O-]	?	.
Cc1cc(NC(=O)c2ccc3c(c2)C(=O)N(CCC(C)C)C3=O)no1	?	.
CC(NCC(O)COCc1cccs1)C1CC2CCC1C2 (stereo unspecified)	?	.

Rewritten field by field: entries from further up
SMILES: COc1ccc2c(c1OC)C(=O)OC2Nc1nc(-c2ccc([N+](=O)[O-])cc2)cs1 (stereo unspecified)
  Lipid storage S3: ?	Lipid storage S3 cell count max: .

SMILES: CCN(CC)c1nc(OC)nc(-n2nnc(C(C)=O)c2C)n1
  Lipid storage S3: ?	Lipid storage S3 cell count max: .

SMILES: COc1cc(C(=O)Nc2ccc3c(c2)CCCN3C(=O)c2ccco2)c([N+](=O)[O-])cc1OC
  Lipid storage S3: ?	Lipid storage S3 cell count max: .

The results go on.
SMILES	Lipid storage S3	Lipid storage S3 cell count max
COC(=O)c1cc(C(=O)OCC(=O)NC(=O)c2ccccc2)cc([N+](=O)[O-])c1	?	.
O=C(c1ccccc1)N1CCN(C(=O)c2ccc(OC(F)(F)F)cc2)CC1	?	.
COc1ccc(C(=O)NCc2nnc(SCC(=O)N3CCOCC3)o2)cc1OC	-3%	2
CCOC(=O)CNC(=O)CCc1nnc2ccc(N3CCC(C)CC3)nn12	0%	4
CN(C)S(=O)(=O)c1cccc(C(=O)N(Cc2ccc(F)cc2)Cc2ccco2)c1	24%	-5
CCN(CC)CCNC(=O)c1cc2cc(Br)ccc2s1	9%	20
CC(C)CC(NC(=O)C1CCC(C)CC1)C(=O)NCCN1CCOCC1 (stereo unspecified)	?	.
OCCc1ccc(O)cc1	-22%	.
CCCOCC(O)CC(CC)C(=O)NNC(=S)Nc1ccccc1 (stereo unspecified)	4%	12
CCN=C1S/C(=C\c2cc(OCC)c(O)cc2Br)C(=O)N1CC	-4%	-9
COc1ccc(C2CC(c3ccc(Br)cc3)=NN2C(=O)c2cccnc2)cc1 (stereo unspecified)	?	.
CCOC(=O)/C(N=Nc1ccc(F)cc1)=C(/O)c1ccc([N+](=O)[O-])cc1	i	.
C[C@@H](NC(=O)c1[nH]cnc1C(=O)Nc1ccc(Cl)cc1)c1ccccc1	?	.
COc1ccc(/C(N)=N/OC(=O)C2CCC(=O)N2S(=O)(=O)c2ccc(C)cc2)cc1 (stereo unspecified)	?	.
COc1ccc(OCc2cc(C(=O)NCCN3CCCc4ccccc43)no2)c(Cl)c1	?	.
CC1CC(C)(C)NCc2ccccc21 (stereo unspecified)	-3%	0
O=C1CC(C(=O)N2CCN(Cc3ccccc3)CC2)CN1Cc1ccccc1 (stereo unspecified)	-2%[0.0737 µM]	22
Cc1ccccc1N1C(=O)N(c2cccc(C(F)(F)F)c2)C2CS(=O)(=O)CC21 (stereo unspecified)	?	.
Nc1cccc(-c2nc3ncccc3o2)c1	9%	4
Cc1ccc(C=Nc2ccc(N(C)C)cc2)o1	?	.
CCCCCN(C(=O)CCC(=O)OCCOc1ccc(OCC)cc1)c1c(N)n(CCCC)c(=O)[nH]c1=O	?	.
COc1cccc(-c2nnc(NC(=O)c3ccc(S(=O)(=O)N4CCOCC4)cc3)o2)c1	?	.
Nc1[nH]c(=S)[nH]c(=O)c1-c1ccccc1	?	.
O=C(N/N=C\c1ccc(F)cc1)c1cc(OCC(F)(F)F)ccc1OCC(F)(F)F	10%	-23
Cc1ccc(NC(=O)c2cc(N3C(=O)C=CC3=O)ccc2N2CCOCC2)cc1Cl	?	.
CCC(NC(=O)c1ccccc1Br)c1ccccc1 (stereo unspecified)	4%	1
O=C(CCSc1ccccc1)NCCN1CCOCC1	?	.
CCOc1ccc(N(CC(=O)NC(C)(C)C)S(=O)(=O)c2c(C)noc2C)cc1	3%	16
COc1cccc(NC(=O)CSc2nc3c(sc4ccccc43)c(=O)n2CCCN2CCCC2)c1	?	.
CCOc1ccc(CC(=O)Nc2c(C(N)=O)oc3ccccc23)cc1OCC	9%	16
COc1ccc(OC)c(Cc2nnc(CCC(=O)NC3CCCCC3)o2)c1	-9%	-6
O=C(CO)N/N=C/c1c2ccccc2cc2ccccc12	?	.
COc1cccc(-c2cc(C(=O)NCc3ccco3)no2)c1	?	.
CC(Sc1nc(-c2ccc(F)cc2)cs1)C(=O)N1c2ccccc2CC1C (stereo unspecified)	0%	-3
CCOC(=O)C1(CCCc2ccccc2)CCN(C(=O)CCCn2cncn2)CC1	9%	5
O=C(Nc1ccc(F)cc1)N1CCN2C(=O)c3ccccc3C12c1ccccc1 (stereo unspecified)	?	.
C=C(C)CSc1[nH]c(=O)cc(C)c1C#N	-4%	8
COc1ccc2[nH]c(=O)c(CN(Cc3cccs3)S(=O)(=O)c3c(C)ccc4nsnc34)cc2c1	?	.
COc1ccc(-n2c(COc3ccccc3)nnc2SCc2ccc(C#N)cc2)cc1	?	.
O=S(=O)(c1cccs1)N1CN(CC2CCCO2)c2nc3ccccc3nc21 (stereo unspecified)	?	.
CCOCCn1cnc2sc(C(=O)Nc3nc(C)c(C(=O)OCC)s3)c(C)c2c1=O	7%	-2
COc1cc(C(=O)N2CCC(n3c(C)nc4cc(F)ccc43)CC2)cc(OC)c1OC	-17%	-16
Cc1c(NC(=O)c2ccc([N+](=O)[O-])o2)cccc1-c1nc2ncccc2o1	?	.
O=C(Nc1cccc(C(F)(F)F)c1)c1cccnc1N1CCCC1	i	.
COc1ccc(NS(=O)(=O)c2ccc(OC)c(OC)c2)cc1OC	-4%	-19
O=C(CSc1nc(-c2ccco2)cc(C(F)(F)F)n1)Nc1ccc2c(c1)OCO2	1%	0
Cc1ccc(OCc2nnc(SCC(=O)N3c4ccccc4Sc4ccc(Cl)cc43)o2)cc1	?	.
Nc1ncnc2c1ncn2C1CCC(CO)C(O)C1 (stereo unspecified)	?	.
O=C(CN1CCN(c2ccccc2)CC1)Nc1nccs1	-11%	-14
CC(CN1CCC(n2nccc2NC(=O)C2CCCC2)CC1)c1ccccc1 (stereo unspecified)	-11%	-21
Oc1ccc(CNc2ccc(F)cc2)c2cccnc12	-4%	-13
C=CCc1ccccc1OCC(O)CN1C(=O)c2ccccc2C1=O (stereo unspecified)	-6%	-15
Clc1ccccc1Nc1ncnc2c1nnn2Cc1ccccc1	14%	-16
O=C1CN(S(=O)(=O)c2ccc([N+](=O)[O-])cc2)CC(=O)N1	5%	4
Cc1nc2ccccc2c(=O)[nH]1	?	.
O=C(N/N=C/c1ccc[nH]1)c1ccc(COc2cccc3cccnc23)cc1	11%	4
Cc1cc(C)n2c3c(c(C#N)c2n1)CC(C)(C)OC3	13%	-19
CCOC(=O)Cc1csc(NC(=O)CCCc2ccccc2)n1	?	.
NC(=O)c1nsc(C(=O)N(CC(=O)NCc2ccc3c(c2)OCO3)C2CCCCC2)c1N	10%	-6
CCOC(=O)C(NC(C)=O)(Nc1ccc(S(=O)(=O)Nc2cc(C)nc(C)n2)cc1)C(F)(F)F (stereo unspecified)	?	.

Following part.
SMILES	Lipid storage S3	Lipid storage S3 cell count max
Cc1c(NC(=O)/C(C#N)=C/c2ccc(-c3ccc(Cl)cc3)o2)c(=O)n(-c2ccccc2)n1C	-4%	11
COc1cccc(CNc2ncnc3cc(OC)c(OC)cc23)c1	?	.
CN1CCN(NC(=O)c2ccc(Cl)c(S(=O)(=O)Nc3ccc(Cl)cc3)c2)CC1	?	.
COc1ccc(NC(=O)CN(Cc2ccco2)Cc2ccco2)cc1S(=O)(=O)N1CCCCC1	?	.
COCCCNCC(O)COc1ccccc1F (stereo unspecified)	-12%	-13
COc1ccc(S(=O)(=O)Nc2ccc3c(c2)OCCO3)cc1OC	?	.
CN(C#N)c1nc(Cl)nc(Nc2cccc(Cl)c2)n1	?	.
COc1ccc(-n2cnc(N)c2C(=O)c2cccc([N+](=O)[O-])c2)cc1	20%	3
Cc1nc2ccc(NC(=O)CCS(=O)(=O)c3ccccc3)cc2s1	?	.
CC(=O)Nc1ccc(-c2cn3cc(C)ccc3n2)cc1	21%	.
Cc1ccc2c(C)c(C(=O)Nc3ccc(S(N)(=O)=O)cc3)oc2c1C	?	.
O=C(Nc1ccon1)C(Sc1ccccc1)c1ccccc1 (stereo unspecified)	?	.
CSc1cccc(NC(=O)CCC(=O)O)c1	?	.
COc1cc(/C=N/NC(=O)CN2CCCCC2)ccc1OCc1ccccc1	19%	25
O=S(=O)([N-]c1nc2ccccc2nc1-n1cc[n+](Cc2ccccc2)c1)c1ccccc1	?	.
CCn1c(SCC(=O)Nc2ccc(OC)c(OC)c2)nnc1-c1c[nH]c2ccccc12	?	.
O=C(N/C(=C/c1ccccc1F)C(=O)N1CCCCC1)c1ccccc1	?	.
Cc1cccc(C(=O)NNC(=O)c2c(-c3ccccc3Cl)noc2C)c1O	?	.
CCCN(CCC)CCCNC(=S)Nc1ccc2nc(N3CCN(C)CC3)cc(C)c2c1	?	.
COc1ccc(OCCCON2C(=O)c3ccccc3C2=O)cc1	i	2
O=C(c1cc(COc2ccc3ncccc3c2)on1)N1CCCC1	7.3µM*	-24*
Brc1ccccc1OCCCCn1cnc2ccccc21	i	-22
CN(C)S(=O)(=O)c1cc(NC(=O)CN2CCc3ccccc32)ccc1Cl	1%	-15
CCN1/C(=C/C(=S)Nc2ccccc2)Sc2ccccc21	10%	-3
CSc1ccc(C2N=C(c3ccccc3)NO2)cc1 (stereo unspecified)	?	.
Cc1cc(NC(=O)c2cnn3cccnc23)n(-c2ccccc2)n1	?	.
O=C1N=C(N2CCN(c3ccccc3)CC2)S/C1=C/c1ccco1	7%	-4
COC(=O)c1ccc(C2/C(=C(/O)c3ccc4c(c3)CC(C)O4)C(=O)C(=O)N2Cc2ccncc2)cc1 (stereo unspecified)	i	17
O=C1C2CCCN2C(=S)N1Cc1ccccc1 (stereo unspecified)	3%	4
COc1ccccc1CCNC(=O)c1cc(-c2ccccn2)nc2ccc(Br)cc12	i	-24
O=C1c2ccccc2C(=O)N1CCCn1ccnc1	?	.
FC(F)Oc1ccc(NC(=S)Nc2ccc3cn[nH]c3c2)cc1	6%	-7
Cc1onc(-c2c(Cl)cccc2Cl)c1C(=O)N(C)Cc1ccccc1	?	.
Cc1ccc(-c2cc(Cc3cccs3)c(=O)[nH]n2)cc1	?	.
CC(C)COc1cccc(-c2cc(C(=O)N/N=C/c3ccncc3)c3ccccc3n2)c1	i	-19
COc1ccc(N2C(=O)CC(Cc3ccccc3)C2=O)cc1 (stereo unspecified)	?	.
COc1ccc(N2CCN(C(=O)Cn3cnc4c(cnn4-c4ccccc4)c3=O)CC2)cc1	?	.
CC1OC23CCCCC2C(C#N)(C(=N)O3)C1(C#N)C#N (stereo unspecified)	2%	3
COc1cc(/C=N/NC(=O)c2nonc2C)ccc1O	?	.
O=S(=O)(c1ccccc1)N(Cc1ccccn1)Cc1ccccn1	?	.
Cc1cc(C)cc(-c2nnc(SCC(=O)NCc3cccs3)o2)c1	?	.
CCCCCCCNC1=CC(=O)CC(c2ccccc2)C1 (stereo unspecified)	?	.
CCn1nc(C)cc1C(=O)Sc1ccc(C)cc1	3%	-5
O=C(CN1CCN(S(=O)(=O)N2CCOCC2)CC1)Nc1cc(Cl)cc(Cl)c1	i	10
CCN(CC(=O)NCc1cccs1)S(=O)(=O)c1ccc(F)cc1	5%	-3
C=C1CSc2nc3ccccc3c(=O)n21	?	.
CC1(C)CC(=O)c2c(O)cc(O)cc2O1	?	.
C#CCOCCOCCOCCNc1nc(N2CCN(C(=O)[C@H]([C@@H](C)CC)n3cc([C@@H](N)Cc4ccc(O)cc4)nn3)CC2)nc(N2CCN(C(=O)[C@H]([C@@H](C)CC)n3cc([C@@H](N)CC(C)C)nn3)CC2)n1	14%	4

Structures shown so far that have an aryl thioether with sulfur outside any ring, in the order listed:
SMILES	Lipid storage S3	Lipid storage S3 cell count max
COc1ccc(C(=O)NCc2nnc(SCC(=O)N3CCOCC3)o2)cc1OC	-3%	2
O=C(CCSc1ccccc1)NCCN1CCOCC1	?	.
COc1cccc(NC(=O)CSc2nc3c(sc4ccccc43)c(=O)n2CCCN2CCCC2)c1	?	.
CC(Sc1nc(-c2ccc(F)cc2)cs1)C(=O)N1c2ccccc2CC1C (stereo unspecified)	0%	-3
C=C(C)CSc1[nH]c(=O)cc(C)c1C#N	-4%	8
COc1ccc(-n2c(COc3ccccc3)nnc2SCc2ccc(C#N)cc2)cc1	?	.
O=C(CSc1nc(-c2ccco2)cc(C(F)(F)F)n1)Nc1ccc2c(c1)OCO2	1%	0
Cc1ccc(OCc2nnc(SCC(=O)N3c4ccccc4Sc4ccc(Cl)cc43)o2)cc1	?	.
O=C(Nc1ccon1)C(Sc1ccccc1)c1ccccc1 (stereo unspecified)	?	.
CSc1cccc(NC(=O)CCC(=O)O)c1	?	.
CCn1c(SCC(=O)Nc2ccc(OC)c(OC)c2)nnc1-c1c[nH]c2ccccc12	?	.
CSc1ccc(C2N=C(c3ccccc3)NO2)cc1 (stereo unspecified)	?	.
Cc1cc(C)cc(-c2nnc(SCC(=O)NCc3cccs3)o2)c1	?	.
